# Bim-Bcl-2: inhibitors of Bim-Bcl-2 interaction, human; hit rate 0.06% among 190,000; AID 950; P10415; Bead-based flow cytometry, Bim peptide-Bcl-2 binding; inhibition, % at 10 µM; in the data active = inhibition above about 40%; inconclusive = no clear call, values can overlap the other calls;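 also: 0% = no compound wells with probe peptide and 100% = reference peptide inhibitor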
# Bcl-XL Bim block: human Bim-Bcl-XL interaction inhibition; Bim peptide-Bcl-XL binding, bead flow cytometry, fluorescence; Q07817; inhibition, % at 10 µM; hit rate 0.04% among 190,000
# Target sequence (Q07817 whole entry, looked up): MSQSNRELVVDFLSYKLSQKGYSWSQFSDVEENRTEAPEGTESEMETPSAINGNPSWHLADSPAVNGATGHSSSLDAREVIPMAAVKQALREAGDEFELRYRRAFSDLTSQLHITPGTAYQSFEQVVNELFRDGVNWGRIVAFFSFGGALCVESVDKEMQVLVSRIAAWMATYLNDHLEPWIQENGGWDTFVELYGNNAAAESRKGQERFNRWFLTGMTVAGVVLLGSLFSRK
# Bfl-1 Bim block: disrupts Bim binding to human Bfl-1; inhibition, % at 10 µM; Bead-based flow cytometry, Bim-Bfl-1 binding inhibition; hit rate 0.12% among 190,000; AID 1008;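 also: 0% = wells without compound plus tracer and 100% = blocker peptide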
# Cdc42 wt: changes GTP binding to wildtype human Cdc42; P60953; hit rate 0.2% among 190,000; GST-Cdc42 beads, Bodipy-GTP binding, flow cytometry; actives lie on both sides; percent activity (GTP binding), % at 10 µM;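 active = percent activity GTP binding at least 20 points away from the 100% baseline, either down as inhibitor or up as activator; inconclusive = compound flagged as likely green fluorescent from well-wide comparison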;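 also: median bead fluorescence of bound Bodipy-FL-GTP at 100 nM; 0% = excess unlabeled GTP control and 100% = no compound control; below 100% means less GTP binding so inhibitor and above means activator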
# Target sequence (P60953 whole entry, looked up): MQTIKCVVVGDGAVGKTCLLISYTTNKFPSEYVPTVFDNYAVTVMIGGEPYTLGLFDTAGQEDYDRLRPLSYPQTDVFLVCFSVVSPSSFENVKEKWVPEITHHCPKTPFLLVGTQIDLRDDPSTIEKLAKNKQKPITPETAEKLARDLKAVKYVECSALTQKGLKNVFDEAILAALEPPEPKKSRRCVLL
# Bim-Bcl-B: human Bim-Bcl-B interaction inhibition | Q9HD36 | bead-based flow cytometry, Bim peptide-Bcl-B binding | inhibition, % at 10 µM | hit rate 0.073% among 190,000;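 also: 0% = tracer peptide without compound and 100% = reference inhibitor peptide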
# Target sequence (Q9HD36 whole entry, looked up): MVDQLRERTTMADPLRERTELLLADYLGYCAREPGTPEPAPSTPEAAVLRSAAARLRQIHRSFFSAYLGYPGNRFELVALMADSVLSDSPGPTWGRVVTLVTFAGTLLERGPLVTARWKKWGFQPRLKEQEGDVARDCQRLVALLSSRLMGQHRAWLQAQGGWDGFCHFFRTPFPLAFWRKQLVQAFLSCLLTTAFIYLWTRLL
# Rab7 wt modul: alters GTP binding to wildtype dog Rab7 | hit rate 0.055% among 190,000 | GST-Rab7 beads, fluorescent GTP binding, flow cytometry; actives lie on both sides; untreated = 100%, excess cold GTP = 0% | GTP binding activity (percent of control), % at 10 µM;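 active = fluorescent GTP binding to Rab7 beads changed by at least 20 points from the 100% baseline, either direction, mostly lower; inconclusive = compound itself probably fluorescent, or too few beads counted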;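 also: median green fluorescence of bound Bodipy-FL-GTP per Rab7 bead population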
# Rac1 act GTP bind: modulators of GTP binding to human Rac1 activated mutant | P63000 | GST-Rac1 activated beads, fluorescent GTP binding, flow cytometry; actives lie on both sides; 100% means binding = to untreated wells | percent activity (GTP binding), % at 10 µM | hit rate 0.11% among 190,000 | AID 764;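 active = GTP binding at least 20 percentage points away from the 100% baseline, in either direction, so actives lie on both sides; inconclusive = Compound likely fluorescent itself, or too few beads counted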
# Bcl-W Bim block: inhibitors of Bim-Bcl-W interaction, human; inhibition, % at 10 µM; Q92843; AID 952; hit rate 0.02% among 190,000; bead-based flow cytometry, Bim peptide-Bcl-W binding;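 also: 0% = bound tracer without compound and 100% = peptide blocker; higher means less fluorescent Bim peptide bound to Bcl-W beads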
# Target sequence (Q92843 whole entry, looked up): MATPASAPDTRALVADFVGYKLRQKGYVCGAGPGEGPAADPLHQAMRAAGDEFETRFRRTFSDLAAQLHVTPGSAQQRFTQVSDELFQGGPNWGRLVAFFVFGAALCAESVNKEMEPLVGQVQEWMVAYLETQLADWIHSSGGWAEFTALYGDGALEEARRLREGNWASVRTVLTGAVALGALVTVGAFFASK
# Rab2 wt GTP: changes GTP binding to wildtype dog Rab2A, up or down. GTP binding activity, % at 10 µM. GST-Rab2 wt beads, Bodipy-GTP binding, flow cytometry. hit rate 0.19% among 190,000. AID 760;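 active = GTP binding activity at least 20 points away from 100%, either lowered or raised; inconclusive = signal likely due to the compound's own green fluorescence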;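 also: 0% = beads with excess unlabeled GTP and 100% = no-compound control corrected for plate trend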
# HRas wt GTP: human HRas wildtype GTP binding, change in either direction | GTP binding activity, % at 10 µM | AID 759 | P01112 | hit rate 0.14% among 190,000 | GST-Ras wt beads, Bodipy-FL-GTP binding, flow cytometry; actives lie on both sides;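 active = GTP binding activity at least 20% away from the 100% baseline, either lowered as inhibitor or raised as activator; inconclusive = flagged as likely green fluorescent, judged across all proteins in the well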;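 also: 0% = unlabeled GTP competition control and 100% = no-compound control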
# Target sequence (P01112 whole entry, looked up): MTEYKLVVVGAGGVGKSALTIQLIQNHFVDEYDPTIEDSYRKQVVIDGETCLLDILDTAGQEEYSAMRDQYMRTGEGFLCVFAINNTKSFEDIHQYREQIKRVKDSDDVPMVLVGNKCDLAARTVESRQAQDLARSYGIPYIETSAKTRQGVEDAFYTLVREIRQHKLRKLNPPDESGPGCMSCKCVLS
# Rac1 wt GTP bind: alters GTP binding to wildtype human Rac1. P63000. GST-Rac1 beads, fluorescent GTP binding, flow cytometry; actives lie on both sides; 0 = cold GTP competed, 100 = untreated. GTP binding activity (% of control), % at 10 µM. hit rate 0.27% among 190,000. AID 757;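 active = GTP binding activity at least 20 points away from the 100% control level, either lower or higher; inconclusive = compound flagged as likely green fluorescent, judged across all proteins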
# Numbers without * were called inactive; ? = inconclusive. Rule as the data show it, unless noted: active = inhibition above about 40%.
SMILES,Bim-Bcl-2,Bcl-XL Bim block,Bfl-1 Bim block,Cdc42 wt,Bim-Bcl-B,Rab7 wt modul,Rac1 act GTP bind,Bcl-W Bim block,Rab2 wt GTP,HRas wt GTP,Rac1 wt GTP bind
CCOc1ccc(N(Cc2ccccc2F)C2=NC3CS(=O)(=O)CC3S2)cc1 (stereo not given),-7,-5,-14,95,-10,101,97,-3,97,96,102
COc1ccc(Br)cc1C(=O)Nc1ccc(O)cc1,-6,0,-14,97,-6,97,97,-1,95,96,93
CC(C)NC(=O)Cn1c(SCC(=O)N2CCCc3ccccc32)nc2ccccc21,-8,-6,-12,100,-9,98,97,5,99,100,98
COc1ccc(/C=N/Nc2ncnc(Cl)c2N)cc1OC,13,19,13,100,13,102,97,14,97,98,102
Cc1nnc(N(Cc2ccco2)C(=O)c2cccc(C#N)c2)s1,-9,-8,-13,105,-9,99,102,-1,103,102,106
Cc1[nH][nH]c(=O)c1C=NCc1cccc(C(F)(F)F)c1,-4,-3,-7,95,-2,103,96,-2,99,98,99
NC(=O)NC(c1ccccc1)c1ccccc1F (stereo not given),-7,-4,-12,?,-3,?,?,5,?,?,?
COC(=O)c1oc2nc(C)cc(C)c2c1N,-4,-1,-1,104,-1,102,99,-1,100,103,105
Cc1cc(C)c(S(C)(=O)=O)c(Oc2ccc(C(C)(C)C)cc2)n1,-12,-3,-10,101,-9,103,100,0,102,103,106
CCc1cccc2c(=O)c(C(=O)N3CCCCCC3)c[nH]c12,-6,-7,-12,100,-4,100,97,5,96,102,105
COc1cccc(/C=C/C(=O)OCC(=O)Nc2ccc(Cl)c(S(=O)(=O)N(C)C)c2)c1OC,-9,-5,-10,96,-7,104,92,-1,98,97,96
Cn1c(=O)cc(OCC(=O)NC2CCCCC2)c2ccccc21,4,0,8,99,0,97,97,0,98,98,97
COc1ccc(-c2cc3nc(C)c(CCC(=O)N4CCN(c5ccccn5)CC4)c(C)n3n2)c(OC)c1,-4,-3,-3,97,-4,97,97,-1,97,97,97
Cc1n(CC(O)COC2CCCCC2)c2ccccc2[n+]1C (stereo not given),5,-1,2,101,-1,102,99,0,99,101,112
CCC(Cc1ccccc1)NC(=O)CN1C(=O)CSc2ncccc21 (stereo not given),-5,-1,-9,99,-3,101,96,0,102,101,101

# Among those listed so far, these have a Cl atom.
SMILES,Bim-Bcl-2,Bcl-XL Bim block,Bfl-1 Bim block,Cdc42 wt,Bim-Bcl-B,Rab7 wt modul,Rac1 act GTP bind,Bcl-W Bim block,Rab2 wt GTP,HRas wt GTP,Rac1 wt GTP bind
COc1ccc(/C=N/Nc2ncnc(Cl)c2N)cc1OC,13,19,13,100,13,102,97,14,97,98,102
COc1cccc(/C=C/C(=O)OCC(=O)Nc2ccc(Cl)c(S(=O)(=O)N(C)C)c2)c1OC,-9,-5,-10,96,-7,104,92,-1,98,97,96

# Carrying on:
SMILES,Bim-Bcl-2,Bcl-XL Bim block,Bfl-1 Bim block,Cdc42 wt,Bim-Bcl-B,Rab7 wt modul,Rac1 act GTP bind,Bcl-W Bim block,Rab2 wt GTP,HRas wt GTP,Rac1 wt GTP bind
CC1(c2ccccc2)NC(=O)N(CC(=O)NC(=O)NC2CCCC2)C1=O (stereo not given),-8,-7,-15,97,-8,98,99,-3,100,101,103
N#Cc1c(N2C(=O)Nc3ccccc3N2O)sc2c1CCCC2,-4,-4,-5,86,-1,90,88,-1,87,88,93
O=C(c1cccc(S(=O)(=O)N2CCOCC2)c1)N1CCN(c2ccc(F)cc2)CC1,-12,-8,-20,99,-13,104,100,0,108,103,109
CSc1nc(NCc2ccco2)c2ccccc2n1,-8,-8,-13,110,-9,99,104,2,106,105,110
COc1cc(C(=O)NCCc2ccc(S(N)(=O)=O)cc2)cc(OC)c1OC,-1,-2,0,98,-2,98,94,-1,95,99,95
CCN(CC)S(=O)(=O)c1cc(OC)c(C)cc1C,-5,-4,-6,102,-7,98,93,-4,98,96,99
Cc1cc(O)ccc1NC(=O)c1ccccc1,-3,-1,1,96,1,93,98,-1,98,97,100
CC(C)(C)NC(=O)C(c1ccncc1)N(C(=O)C1CSC(=O)C1)c1ccccc1 (stereo not given),3,2,0,97,-2,105,97,7,98,99,100
CCCCNS(=O)(=O)c1ccc(OC)c(Cl)c1Cl,1,0,0,99,-2,99,97,-2,99,99,96
CC(C)(C)NC(=O)c1oc2ccccc2c1COc1ccccc1,6,6,1,101,6,102,98,7,97,99,100
Cc1cc(C)c(C#N)c(Sc2nnnn2-c2ccccc2)n1,-5,-1,-9,99,-11,98,98,0,100,100,102
COc1ccccc1N(C)S(=O)(=O)c1ccc(C(=O)NC(C)(C)C)cc1,0,1,-3,96,0,96,98,6,97,98,102
CNc1nc(-c2ccc3c(c2)CCN3C(=O)c2ccccc2F)cs1,-5,-4,-5,88,-9,101,88,-1,89,90,91
COc1ccc(C(C)=O)cc1Cn1nc(C)c([N+](=O)[O-])c1C,0,0,-1,96,-1,93,99,1,96,97,99
Cc1c(N=Nc2ccc(O)cc2)c(=O)n(-c2ccccc2)n1C,-2,-2,-5,97,-3,98,95,2,96,97,97
CC(C)Cn1c(N)c(C(=O)COC(=O)CCc2nc3ccccc3s2)c(=O)n(C)c1=O,0,1,3,96,2,92,93,-2,93,94,94
CN(c1c[nH]c(=O)[nH]c1=O)C1CCCCC1,-8,-4,-6,97,-3,96,97,-4,99,97,99
Nc1nonc1-c1nc2ccccc2n1CC(=O)N/N=C/c1ccc(-c2cccc(C(=O)O)c2)o1,6,-1,0,87,-1,90,88,0,87,88,86
Cc1cc(-c2nnc(CCC(=O)N(CC3CC3)CC3CCCO3)o2)no1 (stereo not given),0,-2,-7,96,-4,105,97,-3,99,99,102
O=C(Nc1cccc2c1CCCC2)C1CCN(c2nnnn2-c2ccccc2)CC1,-7,1,-12,97,-7,98,98,4,99,99,103
CCOC(=O)C(C)n1cnc2c(nnn2-c2cccc(Cl)c2)c1=O (stereo not given),-7,-7,-6,104,-9,99,101,-8,101,102,105
COc1ccc(C)cc1NC(=O)C(Sc1nnc(-c2cccs2)o1)c1ccccc1 (stereo not given),13,16,13,101,8,92,101,13,99,100,100
C=CCNC(=S)N1CCN(CCN=Cc2c(C)[nH]n(-c3ccc([N+](=O)[O-])cc3)c2=O)CC1,-2,-2,0,98,-8,107,96,0,102,100,101
Cc1cccc(N(C(=O)c2ccc(CN3CCOCC3)o2)C(C(=O)NC2CCCCC2)c2ccc(F)cc2)c1 (stereo not given),-2,6,0,101,-5,98,98,7,102,101,103
CC1(C)COC2(OC1)C(=O)Nc1ccccc12,-2,1,-7,98,-3,96,97,3,97,98,98
COc1ccc(N(CC(=O)N2CCN(C)CC2)S(=O)(=O)c2ccccc2)cc1OC,-8,-7,-18,106,-11,100,101,0,102,101,105
COc1ccc(/C=N/NC(=O)c2cccnc2)cc1CN1CCc2cc(OC)c(OC)cc2C1C (stereo not given),-4,-1,-2,92,2,96,95,-2,95,94,97
O=C(Oc1cccc2cccnc12)c1cccc(N2C(=O)C3C4CCC(C4)C3C2=O)c1 (stereo not given),1,-2,1,99,-4,96,102,1,99,100,100
COC(=O)CSc1nc(NC(C)(C)C)nc(N(C)C)n1,-3,-1,-9,97,-6,105,97,-3,99,100,100
CCCCn1c2c(c(=O)n(C)c1=O)C(CC(=O)OCC(=O)Nc1cccc(C(F)(F)F)c1)C(=O)N2 (stereo not given),-4,1,0,96,1,99,98,-2,93,97,110
Cc1ccccc1NC(=O)C1c2cccc[n+]2CC(=O)N1c1c(C)cccc1C (stereo not given),-3,-8,-15,102,-7,102,101,1,102,104,108
CCN(CCNC(=O)c1cccc(N2CCCC2=O)c1)c1ccccc1,0,-5,0,99,-2,101,98,-1,101,102,97
COc1ccccc1C(=O)NC(=S)Nc1ccc(N2CCCC2)cc1,-9,-7,-16,100,-9,98,99,-2,98,99,101
COc1ccc(C)cc1NC(=O)CN1CCN(c2ccc(F)cc2)CC1,-12,-11,-21,101,-11,101,100,-3,102,99,104
CC1=C(C(=O)OCc2ccccc2)C(c2ccco2)C2=C(CC(C)(C)CC2=O)N1 (stereo not given),-8,-2,-8,103,-5,102,97,0,101,101,103
COC(=O)Cc1[nH]nc2c1C(c1cccc(OC)c1OC)C(C#N)=C(N)O2 (stereo not given),-11,-1,-10,104,-32,97,101,2,99,102,104
CCCC(c1nnnn1Cc1ccc2c(c1)OCO2)N1CCC(C(N)=O)CC1 (stereo not given),-4,0,-6,99,-4,104,96,-3,100,100,101
Cc1ccc(S(=O)(=O)c2c(C)cc(C)nc2N2CCCC2)cc1,0,-2,-6,100,2,97,96,-2,97,99,99
CC(C)N1CC2=C(C1=O)C(c1ccc(O)cc1)NC(=O)N2C (stereo not given),-2,-3,0,101,-3,103,97,-5,99,100,100
CC1(C)CC(=O)/C(=C(/O)Cc2ccccc2)C(=NCCc2ccccc2)C1,-7,-5,-10,101,-10,99,100,-4,99,100,104
Cc1ccc(OCC(=O)NCCC2=CCCCC2)cc1,-9,-7,-1,97,-6,96,96,-4,96,97,102
COc1cccc(N(CC(=O)NC(C)(C)C)C(=O)C2CSC(=O)C2)c1 (stereo not given),-3,0,-11,104,-3,99,101,0,101,102,106
Cc1cccc(Nc2ncnc3c2cnn3C)c1,-4,-3,-4,96,-3,103,95,0,97,100,98
CCOc1ccc(NC(=O)/C(C#N)=C/c2ccc(N3CCCC3)c(C)c2)cc1,-4,-4,-11,106,-7,108,102,-4,104,105,106
Cc1ccc(C)c(NS(=O)(=O)c2c(C)ccc3nsnc23)c1,-8,-4,-15,107,-3,104,103,0,104,104,107
CC(Nc1cc(=O)n(C)c(=O)[nH]1)c1ccccc1 (stereo not given),-5,-3,-14,105,-6,101,100,-2,101,101,105
CC(C)C1CC(CCNCc2ccc(N(C)C)cc2)(c2ccccc2)CCO1 (stereo not given),-5,-7,-1,99,-11,100,99,-5,97,97,102
CCC(=O)N(CC(=O)Nc1sc(C)c(C)c1C(N)=O)C1CCCCC1,-6,-5,-11,99,-8,96,97,0,96,99,96
c1ccc2c(N3CCCCC3)nc(N3CCCC3)nc2c1,-8,4,-12,96,-15,98,95,-2,96,97,94
Cc1ccc(Cn2c(NCCc3ccccc3)nc3c2c(=O)n(C)c(=O)n3C)cc1,-8,-5,-9,101,-9,100,99,-1,100,103,102
CCN1CC(CN(C)Cc2cn(-c3ccc(C)cc3)nc2-c2cccc(C)c2)CC1=O (stereo not given),-6,-5,-7,97,-5,97,98,-3,97,94,98
O=C(CC(=O)c1cc(Cl)ccc1O)c1ccccc1,-4,0,-7,97,-4,101,99,4,98,101,101
O=C(NC1CCN(Cc2ccccc2)CC1)C12CC3CC(CC(C3)C1)C2,0,-5,0,100,-4,97,98,-2,101,101,101
COc1ccc(C(=O)c2ccc(OC)c(Br)c2)cc1Br,0,-6,9,98,-15,94,97,0,96,95,97
